Screens (PubChem BioAssay)
S3 lipid droplet = qHTS Assay for Lipid Storage Modulators in Drosophila S3 Cells; Drosophila S3 cells, BODIPY lipid droplet fluorescence, 18-24 h; cells fed with added oleic acid; lipid storage change, negative = inhibition, % at the top dose, mostly 46.1 µM; hits show Potency in µM; actives 0.64% (n = 320,000); AID 2685; active = well fitted inhibition curve with a large enough effect in the signal ratio, with a control signal flat, not every such curve was filed as active; inconclusive = small, poorly fitted or top-dose-only effect, or effect the other way, or a change in a side signal; the % refers to the signal ratio
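Laser-scanning cytometry quantifies lipid droplet accumulation (500–530 nm total intensity; droplet/cell object ratio) in oleic acid-fed (400 uM added) Drosophila S3 cells treated with a concentration series. 20 uM Triacsin C defined 100% inhibition.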
S3 lipid droplet cell count max = also measured in S3 lipid droplet; calls as there; cell number change, %; measured here: cell count max response;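 cells counted by Cell Tracker Red CMTPX staining in the red channel; peak over a dose series mostly up to 46.1 µM; percent activity relative to internal control wells on each plate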
* hit, by the source's call; i = inactive; ? = inconclusive; · = no result given; [ ] = another dose, or the depositor's remark. % is set by controls: 0 for no effect and ±100 for the full control effect; potency is the fitted concentration of half-maximal effect. Only part of the results is shown. The share of hits here may be higher or lower than overall.

S3 lipid droplet,S3 lipid droplet cell count max,SMILES
?,·,Cc1ccc(C(=O)NCC(=O)OCc2cccc(Br)c2)cc1
-5%,-3,Brc1ccc(CSc2ccc3nnc(-c4cccnc4)n3n2)cc1
?,·,O=C(NCCc1ccc(F)cc1)N1CCOCC1
26%,·,CC(=O)c1nnn(-c2cccc(C#N)c2)c1C
2%,8,O=C(COC(=O)C1CCN(c2ccc(C(F)(F)F)cn2)CC1)NCCc1ccccc1
9%,-2,C/C(CCCO)=N/Nc1ccc([N+](=O)[O-])cc1[N+](=O)[O-]
?,·,COc1ccccc1CN(C)CC(=O)Nc1ccc(Cl)cc1F
?,·,Cc1ccc(OCC(=O)NS(=O)(=O)c2ccccc2)cc1

Single records, as listed above.
Cc1ccc(C(=O)NCC(=O)OCc2cccc(Br)c2)cc1 is listed with S3 lipid droplet: ?; S3 lipid droplet cell count max: ·
O=C(NCCc1ccc(F)cc1)N1CCOCC1 is listed with S3 lipid droplet: ?; S3 lipid droplet cell count max: ·
O=C(COC(=O)C1CCN(c2ccc(C(F)(F)F)cn2)CC1)NCCc1ccccc1 is listed with S3 lipid droplet: 2%; S3 lipid droplet cell count max: 8

(further entries)
S3 lipid droplet,S3 lipid droplet cell count max,SMILES
?,·,CCC(C)NCCOCCOc1ccc(C)cc1OC (configuration not stated)
?,·,O=C(Nc1nnc(-c2ccccc2F)s1)C1CCN(S(=O)(=O)c2ccc(Cl)cc2)CC1
?,·,O=C(COc1ccc(/C=N/NC(=O)c2ccncc2)cc1)Nc1cccc([N+](=O)[O-])c1
i,21,CCc1ccc(N=c2c([N+](=O)[O-])nn(-c3ccccc3)n2O)cc1
?,·,CCOc1ccccc1NC(=O)Cn1nnc(C(=O)Nc2ccc(C)cc2)c1N
?,·,CC(C)c1[nH]c(=O)c(C#N)c2c1CSC(C)(C)C2
-12%,0,CC1(C)Cc2c(cnn2-c2ccccc2)C(NC(=O)CCN2CCCC2=O)C1 (configuration not stated)
-6%,1,COc1ccc2c(c1OC)C(=O)N1C2SC(C)(C)[C@H]1C(=O)NCC(C)C (some centres not stated)
?,·,Cc1nc2cc(N3CCOCC3)c(NC(=O)C3CC3)cc2c(=O)n1Cc1ccccc1
?,·,CCCNC(=O)c1ccc(N2CCC3(CC2)CC(c2ccccc2)=NO3)c([N+](=O)[O-])c1
?,·,CC/C(C)=N/NS(=O)(=O)c1ccc(C)c([N+](=O)[O-])c1
i,18,CCOc1ccc2nc(NC(=O)CSc3ccccc3)sc2c1
?,·,Cc1cc(Cl)ccc1NC(=S)NCCC(c1ccccc1)c1ccccc1
?,·,CCCCP(=O)(c1ccccn1)c1ccccn1
25%,8,COc1ccc(OC)c(C(=O)CSc2nnc(-c3cccnc3)n2C)c1
?,·,CCOC(=O)C1CCCN(c2c(N3CCc4ccccc4C3)c(=O)c2=O)C1 (configuration not stated)
?,·,CNC(=O)c1ccc2nc(NC(C)=O)sc2c1
?,·,CC(C)(CNS(=O)(=O)c1ccc(Cl)cc1)N1CCCCC1
15%,-7,COCCNC(=O)CN(C(=O)Cn1nnc2ccccc21)c1cc(C)cc(C)c1
i,·,O=C(Nc1nccs1)C1(c2ccc(Cl)cc2)CC1
?,·,CCOc1ccc(OCc2cccc(C(=O)N3CCCC3)c2)cc1
14%,1,Cc1c(Cl)c([N+](=O)[O-])nn1CC(=O)NCc1cccnc1
13%,-8,CN(/C(=N\S(=O)(=O)c1ccccc1)C(F)(F)F)c1ccccc1
?,·,COc1ccc(-c2c(-c3ccsc3)oc(=O)c3cc(OC)c(OC)cc23)cc1
?,·,CC(=O)Nc1ccc(S(=O)(=O)N2CCN(Cc3cccc([N+](=O)[O-])c3)CC2)cc1
?,·,O=C1C=C(N(CCO)Cc2ccccc2)c2ccccc2C1=O
?,·,COc1ccc(OC)c(NC(=O)CSc2nnnn2C2CCCC2)c1
?,·,Cc1ccc(Cn2c(SCC(=O)Nc3cc(C)on3)nc3ccccc3c2=O)cc1
?,·,O=C(NCc1ccco1)C1CCN(S(=O)(=O)N2CCOCC2)CC1
i,-29,Cc1ccc(-n2nc(C(=O)c3ccccc3)n3c(=O)cc(-c4ccccc4)nc23)cc1
-1%,18,CSc1nsc(SC)c1CO
24%[0.0737 µM],-21,CCOc1ccc(-c2cccc(NC(=O)c3ccco3)c2)nn1
?,·,Cn1c(C(=O)N2CCC(C(N)=O)CC2)cc2c(=O)n(C)c3ccccc3c21
?,·,CCc1c(C(=O)N/N=C/c2ccc(OCc3ccc(F)cc3)c(OC)c2)nnn1-c1nonc1N
?,·,O=c1c(C=Nc2cccc(C(F)(F)F)c2)c[nH]n1-c1cccc(Cl)n1
29%,·,Cc1cccnc1NC(=O)c1ccc(NS(=O)(=O)c2ccc3[nH]c(=O)[nH]c3c2)cc1
?,·,Cc1onc(-c2ccccc2)c1C(=O)OCC(=O)Nc1ccc(C#N)cc1
-12%,-24,COc1ccc(N2CCN(C(=O)c3ccc4c(c3)OCO4)CC2)cc1
1%,9,CC(=O)OCC1=C(C(=O)O)N2C(=O)C(NC(=O)Cn3nc(C(F)F)c(Cl)c3C)C2SC1 (configuration not stated)
?,·,O=C(CSc1nnc(Cn2nnc3ccccc32)o1)N(Cc1ccc(Cl)cc1)c1ccccc1
i,·,CCOC(=O)C1=C(C)n2c(s/c(=C/c3cccc([N+](=O)[O-])c3)c2=O)=NC1c1ccc(O)c(OC)c1 (configuration not stated)
?,·,COc1ccc(S(=O)(=O)N2CCC(C(=O)NCCCn3ccnc3)CC2)cc1C
26%,-4,CCCCc1ccc(NC(=O)CSc2nnc(CNC(=O)c3ccco3)o2)cc1
-1%,15,COC(=O)Cc1cccc2c(=O)c3ccccc3oc12
?,·,COc1cc(NC(C)CCCN)c2ncccc2c1 (configuration not stated)
?,·,O=C(NCCC1=CCCCC1)c1ccc2c(=O)n3c(nc2c1)CCCCC3
?,·,CCCc1nc(SCC(=O)N2c3ccccc3CC2C)c2c(C)c(C)sc2n1 (configuration not stated)
11%,-8,CS(=O)(=O)c1ccc2nc(NC(=O)c3ccco3)sc2c1
7%,8,CCNC(=O)C/C(C)=N/NC(=O)C(=O)Nc1ccc(CC)cc1
?,·,CCN(CC)S(=O)(=O)c1ccc2oc(C(=O)NCc3ccc(F)cc3)c(C)c2c1
-1%,4,CCCSc1nsc(NC(=O)CC)n1
?,·,CN1CCN(c2nnc(-c3ccc(F)cc3)c3ccccc23)CC1
12%,-1,CNC(=O)c1ccccc1NC(=O)c1ccco1
-14%,-4,Cc1ccc(-n2nnnc2SC(C)C(=O)Nc2ccccc2-c2ccccc2)cc1 (configuration not stated)
4%,9,O=C1N(c2ccccc2)C(=Nc2ccccc2)SC12CC2
16%,1,O=C(Cc1ccccc1)NC1CCN(S(=O)(=O)c2ccc(C(=O)O)cc2)CC1

Continuation.
S3 lipid droplet,S3 lipid droplet cell count max,SMILES
?,·,CC(=O)OC[C@H]1O[C@@H](Sc2cccc3cccnc23)[C@H](OC(C)=O)[C@@H](OC(C)=O)[C@H]1OC(C)=O
?,·,NCC(O)(c1ccc(Cl)cc1)c1ccc(Cl)cc1
-6%,·,CC(=O)c1c(C(C)=O)c(C)n(NC(=O)c2ccncc2)c1C
?,·,CN(C)CC(C)(C)CNS(=O)(=O)c1cccc2nsnc12
?,·,COc1cc(C(=O)NCCCNc2ccc([N+](=O)[O-])cc2)cc(OC)c1OC
?,·,COc1ccc(C#Cc2ccc3c(=O)c4ccccc4n(C)c3c2)cc1
29%,·,Cc1c(NC(=S)NC(=O)c2ccc(COc3ccccc3)cc2)cccc1C(=O)O
?,·,Cc1cc(N2C(=O)C(O)=C(C(=O)c3ccco3)C2c2cccc(O)c2)no1 (configuration not stated)

4 of the compounds above, with values under each structure.
Sequence of screens – S3 lipid droplet	S3 lipid droplet cell count max
CC(=O)OC[C@H]1O[C@@H](Sc2cccc3cccnc23)[C@H](OC(C)=O)[C@@H](OC(C)=O)[C@H]1OC(C)=O
→ ?	·
NCC(O)(c1ccc(Cl)cc1)c1ccc(Cl)cc1
→ ?	·
CC(=O)c1c(C(C)=O)c(C)n(NC(=O)c2ccncc2)c1C
→ -6%	·
CN(C)CC(C)(C)CNS(=O)(=O)c1cccc2nsnc12
→ ?	·

The list goes on:
S3 lipid droplet,S3 lipid droplet cell count max,SMILES
?,·,Cc1ccc(NC(=O)c2cccc3ccccc23)cc1
-10%,·,CC1(c2ccc([N+](=O)[O-])cc2)NC(=O)N(CC(=O)c2ccc3c(c2)OCO3)C1=O (configuration not stated)
24%,2,COc1ccc(CNCC(O)(c2ccccc2)c2ccc(F)cc2)cc1OC (configuration not stated)
0%,-8,Cc1cnc(C(=O)OCC(=O)Nc2ccccc2-c2ccccc2)cn1
?,·,Cc1ccc(C(=O)COC(=O)C2CC(=O)N(c3nc(-c4ccccc4)cs3)C2)cc1 (configuration not stated)
?,·,COc1ccc(-n2nc(N)c(C(N)=O)n2)cc1
?,·,COc1ccccc1NC(=O)OCC#CCOC(=O)Nc1ccccc1OC
?,·,O=C1c2oc3ccccc3c(=O)c2C(c2cccnc2)N1Cc1ccco1 (configuration not stated)
?,·,COc1ccc(C)cc1NC(=O)CN1CCN(c2ccccc2F)CC1
?,·,Cc1cc(C)cc(OCC(=O)N(Cc2ccco2)c2c(N)n(Cc3ccccc3)c(=O)[nH]c2=O)c1
?,·,NC(=O)c1c(NC(NC(=O)c2ccco2)C(=O)c2ccc(Cl)cc2)sc2c1CCCC2 (configuration not stated)
?,·,CCC1(CC)N([O-])C(C)=C(c2ccccc2)[N+]1=O
?,·,COc1ccccc1N1CCN(C(=O)C2CCN(C(=O)c3ccccc3Cl)CC2)CC1
?,·,Cc1ccc(-c2nnc(-c3cc(C)on3)o2)cc1
16%,22,CC1(C)CC(=O)N(c2ccc(Cl)c(Cl)c2)C(=O)C1
25%,-13,Cn1c(=O)[nH]c(=O)c2c1nc(Br)n2Cc1ccccc1F
?,·,CCN(CC)C(=O)CCSc1nnc(-c2ccncc2)o1
?,·,Cc1cc(C)c(C)c(OCC(=O)N2CCOCC2)c1
?,·,COc1cc(OC)cc(C(=O)Nc2ccc(S(=O)(=O)Nc3ncccn3)cc2)c1
6%,7,O=S(=O)(c1ccc(Cl)cc1)N1c2ccccc2Oc2nc3ccccc3nc21
?,·,CC(C)(C)N(Cc1ccccc1)C(=O)c1cccs1
?,·,O=C(CSc1nc2[nH]ncc2c(=O)[nH]1)c1ccccc1
?,·,O=C(c1ccco1)N1CCN(CCOc2ccc(F)cc2)CC1
17%,17,COc1cc(OC)c(OC)cc1/C=N/n1c(C)nnc1C
?,·,CC(=O)N1C(c2ccccc2O)C[C@]2(C)CC(=O)NC12 (some centres not stated)
?,·,O=C(CSc1nnnn1Cc1ccccc1)Nc1ccccc1
-24%,-1,COc1ccc(CNn2c(C)nc3ccccc3c2=O)cc1
6%,8,Cc1nc2c(C)cccn2c1/C(O)=C1\C(=O)C(=O)N(CCN(C)C)C1c1ccco1 (configuration not stated)
?,·,COC(=O)/C(=C/c1ccc2c(c1)c1ccccc1n2C)NC(=O)c1ccccc1
i,-17,CCOC(=O)CCCNC(=O)CCNC(=O)c1ccc(OC(C)C)cc1
-4%,-8,CS(C)(=O)=NS(=O)(=O)c1ccc(Cl)cc1
?,·,CC(=O)NCC(c1cccs1)S(=O)(=O)c1ccc(F)cc1 (configuration not stated)
3.3µM*,·,O=C(N[C@@H](Cc1ccccc1)C(=O)OCc1ccccc1)c1nc[nH]c1C(=O)N[C@@H](Cc1ccccc1)C(=O)OCc1ccccc1
0%,26,Cc1c(CC(=O)O)c(=O)oc2c(C)c(OCc3ccc(F)cc3Cl)ccc12
?,·,CCCCNC(=O)c1c(O)c2cccc3c2n(c1=O)CCC3
-3%,-1,O=C(CCC(=O)NNC(=S)Nc1ccccc1)NCc1ccccc1
0%,0,CCOc1cc2[nH]c(=O)n(CCCCC(=O)NC3CCCCCC3)c(=O)c2cc1OCC
-4%,-19,Cc1c(C(=O)NCc2ccc3c(c2)OCO3)oc2ccc(S(=O)(=O)N3CCC(C)CC3)cc12
?,·,Cc1cc(-n2c(SCC(=O)NCCC3=CCCCC3)nc3n[nH]c(C)c3c2=N)ccc1Cl
?,·,c1cc2c(cc1-c1[nH]ncc1CN1CC3C[C@@H]4CC1C[C@H](C3)C4)OCO2
?,·,Cc1ccccc1NC(=O)NC1(C(=O)N2CCC(C(N)=O)CC2)CCCCC1
?,·,CC1CCCC(NC(=O)C2CCN(S(=O)(=O)c3cnc[nH]3)CC2)C1C (configuration not stated)
?,·,COc1cc2c(cc1O)CCN(C(=O)CSc1nncn1C)[C@@H]2C
?,·,COc1ccc(Oc2cc(C)nc(Cl)n2)nn1
?,·,COCCn1c(C)cc(/C=C2/NC(=O)N(c3cccc(Cl)c3)C2=O)c1C
?,·,Brc1ccccc1OCCOc1cccc2cccnc12
?,·,Cc1ccc2nc(SCC(=O)c3c(C)[nH]c4ccccc34)[nH]c2c1
